High-throughput results deposited in PubChem by National Center for Advancing Translational Sciences (NCATS).
Giardia FBPA inh: blocks Giardia fructose-bisphosphate aldolase activity; A8B2U2; purified Giardia FBPA; Potency, µM (titrated, usually from 59.6 µM), inactives show at the highest dose activity, negative = inhibition, usual class: inhibitors; 290,000 compounds, 0.71% hits; also: potency is read from the fitted curve at half-maximal effect; nearly all actives have a fitted effect of over 55% in size
Target sequence (A8B2U2 whole entry, looked up): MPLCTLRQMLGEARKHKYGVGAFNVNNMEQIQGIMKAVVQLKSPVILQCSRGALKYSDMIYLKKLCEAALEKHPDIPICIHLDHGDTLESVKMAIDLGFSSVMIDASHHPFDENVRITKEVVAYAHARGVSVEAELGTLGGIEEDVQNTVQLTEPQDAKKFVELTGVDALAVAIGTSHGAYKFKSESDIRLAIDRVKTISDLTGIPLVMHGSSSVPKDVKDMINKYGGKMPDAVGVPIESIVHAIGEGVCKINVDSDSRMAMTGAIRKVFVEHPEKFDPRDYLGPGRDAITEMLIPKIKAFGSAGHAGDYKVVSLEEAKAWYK
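Giardia FBPA (40 nM reagent) was preincubated 10 min at RT with compound (up to 57.5 uM final), then substrate plus GAPDH/TPI/NAD/arsenate coupling system with diaphorase/resazurin was added; resorufin fluorescence (525/598 nm) was read after 20 min.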
AmpC inh no detg: inhibitors of E. coli AmpC beta-lactamase without detergent. P00811. AmpC nitrocefin hydrolysis, absorbance 480 nm, 0.0001% Triton. Potency, µM (titrated, usually from 57.1 µM), for the others: at the top dose activity change, negative = inhibition, usual class: inhibitors. 330,000 compounds, 0.52% hits;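 also: potency is read from the fitted curve at half-maximal effect; plate controls were no compound for no effect and no enzyme for full effect; nearly all actives have a fitted effect of over 20% in size; some results filed as inactive show a strong effect at the top dose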
Target sequence (P00811 whole entry, looked up): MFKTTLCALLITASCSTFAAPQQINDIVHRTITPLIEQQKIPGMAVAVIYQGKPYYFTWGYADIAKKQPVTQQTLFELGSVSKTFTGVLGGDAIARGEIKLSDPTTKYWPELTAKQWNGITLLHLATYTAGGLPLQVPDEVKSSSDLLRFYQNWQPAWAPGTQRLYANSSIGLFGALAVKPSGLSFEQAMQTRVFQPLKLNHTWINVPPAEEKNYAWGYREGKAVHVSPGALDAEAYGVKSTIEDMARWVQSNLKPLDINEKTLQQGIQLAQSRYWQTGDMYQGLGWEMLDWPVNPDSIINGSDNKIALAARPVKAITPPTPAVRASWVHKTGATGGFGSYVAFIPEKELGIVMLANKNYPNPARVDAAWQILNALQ
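AmpC (5.3 nM in the dispensed reagent) in 20 mM phosphate pH 7.0 with 0.01% (detergent screen) or 0.0001% Triton X-100 was preincubated with compounds for 15 min at room temperature. Nitrocefin was then added from an 800 uM solution, and hydrolysis was followed at 480 nm.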
HCMV inh: blocks human cytomegalovirus replication. HFF cells, HCMV-luciferase reporter, 72 h; hits give low values. activity change, negative = inhibition, % at 57.5 µM. 410,000 compounds, 4.5% hits; in the data active = activity change below about -60%; inconclusive = no clear call, values can overlap the other calls; inactive = above about -39%
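Screen run at 2 compound doses on HFFs infected with reporter HCMV, MOI 1 PFU/cell. Luciferase activity from cell lysates at 72 h post infection gave inhibition relative to buffer-only and Salinomycin wells.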
AmpC inh detg: blocks E. coli AmpC beta-lactamase in detergent assay. AmpC hydrolysis of nitrocefin, absorbance 480 nm, 0.01% Triton. Potency, µM (top dose mostly 114 µM), for the others: top-dose activity change, negative = inhibition, usual class: inhibitors. P00811. 370,000 compounds, 0.041% hits;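 also: potency is read from the fitted curve at half-maximal effect; 0% = no-compound wells and -100% = no-enzyme wells; nearly all actives have a fitted effect of over 25% in size; some results filed as inactive show a strong effect at the top dose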
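20 mM phosphate pH 7.0 + 0.01% (detergent screen) or 0.0001% Triton X-100; 5.3 nM AmpC reagent; cpd preinc 15 min RT; nitrocefin (800 uM stock) to start; A480 q20 s × 4 min; Activity was normalised to no-enzyme and no-compound control wells.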
Sm TGR block: inhibitors of Schistosoma mansoni thioredoxin glutathione reductase; Q962Y6; purified TGR, DTNB reduction, TNB absorbance 405 nm; 360,000 compounds, 3% hits; Potency, µM (series often up to 114 µM), inactives show top-dose activity change, negative = inhibition, actives largely listed as inhibitors; also: potency is read from the fitted curve at half-maximal effect; nearly all actives have a fitted effect of over 60% in size
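Kinetic colorimetric format: TGR-catalysed, NADPH-driven DTNB reduction monitored via TNB absorbance. Enzyme dispensed at 20 nM; compound exposure 15 min at room temperature before reaction start.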
HCV inh: HCV inhibition; Potency, µM (doses to about 41.8 µM), for the others: at the top dose activity change, negative = inhibition, actives largely listed as inhibitors; Huh7.5.1 HCVcc-Cre infection, luciferase reporter, 44 h; 340,000 compounds, 3.4% hits; AID 651820; also: potency is read from the fitted curve at half-maximal effect
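Luciferase read-out (15 sec integration) after a 15 min room-temperature substrate step quantifies HCVcc-Cre infection. Cells, 1,000 per well, had compound added 4 h post-plating, then virus at ~0.5 moi, and were cultured 44 h.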
An asterisk follows results filed as active; ? = inconclusive; . = no result given; & = joins results of further samples; [ ] = remark or other dose. Unless noted, calls follow the shape of the dose curve; as a rule, active = well fitted curve in the direction sought with a large enough effect; inconclusive = small, poorly fitted or top-dose-only effect, or another doubt; inactive = no such curve, though single readings can be large; an effect the other way counts as inactive or inconclusive. Unless noted, % is scaled to controls: 0 for no effect and ±100 for the full control effect.

Molecule	Giardia FBPA inh	AmpC inh no detg	HCMV inh	AmpC inh detg	Sm TGR block	HCV inh
COc1ccc(C(CNC(=O)c2cccc(S(=O)(=O)N(C)c3ccccc3)c2)N2CCCC2)cc1 (stereo not drawn)	.	78%[activator]	-16	-12%	-17%	?
CC(C(=O)Nc1cc(C(F)(F)F)ccc1Cl)n1nnc2sc3c(c2c1=O)CCCC3 (stereo not drawn)	.	.	-17	-5%	1%	.
CC(C)(C)OC(=O)N1CCN(C(=O)c2[nH]cnc2C(=O)Nc2ccon2)CC1	.	-11%	-28	3%	0%	-3%
CC1CCCN(CCC(=O)Nc2ccc(Br)cc2)C1 (stereo not drawn)	10%	-19%	-13	-5%	-22%	?
CCN1CCN(S(=O)(=O)c2ccc(S(=O)(=O)NCC3CCCO3)cc2)CC1 (stereo not drawn)	7%	-17%	83	-6%	23%	10%&6%
O=C(/C=C(\O)c1ccc(Cl)cc1)C(=O)NNC(=O)C(O)(c1ccccc1)c1ccccc1	3%	?	.	-20%	-8%	?
Cc1ccc2nc(NC(=O)COC(=O)c3cccnc3)sc2c1	.	-12%	119	.	.	0%
O=C(CN1C(=O)S/C(=C\c2ccccn2)C1=O)Nc1ccc(F)cc1	.	-17%	-8	?	-9%	-7%
CCN(C(=O)Cn1c(=O)oc2ccccc21)c1c(N)n(Cc2ccccc2)c(=O)[nH]c1=O	.	-33%	-40	?	-13%	8%
COc1ccc(CCNC(=O)c2c[nH]c3ccccc3c2=O)cc1OC	-18%	9%	31	-18%	-1%	?
O=C(C1=C(O)C(=O)N(CCc2ccccc2)C1c1ccncc1)c1cc2ccccc2o1 (stereo not drawn)	12%	-24%	-34	5%	.	-3%
CCc1ccc(OCCSc2nc3ccccc3n2CCC(=O)O)cc1	0%	-32%	5	?	-6%	16%
Cc1[nH]n(-c2ncc(-c3ccccc3)s2)c(=O)c1C(c1ccc(Br)cc1)C(C#N)C#N (stereo not drawn)	?	-47%	90	-1%	?	8%
CCCn1c2ccccc2c2cnn(CC(=O)NCC3CCN(Cc4ccccc4C)CC3)c(=O)c21	.	.	-28	1%	-3%	.
O=C(c1ccc(C(F)(F)F)n(Cc2ccc(Cl)cc2)c1=O)N1CCOCC1	9%	145%[activator]	?	-11%	-3%	-9%
CC(C)c1cc(Br)ccc1OCCN1C(=O)NC(C)(C)C1=O	-15%	0%[2.29 µM]	-61*	5%	9%	-1%
CN(C)C(=O)CSc1ncccc1-c1nc2ccccc2[nH]1	-23%	-19%	7	3%	-33%	-14%
Cc1ccc(Sc2ccc(C(=O)N3CCOCC3)cc2[N+](=O)[O-])cc1	13%	120%[activator]	-75*	-16%	-5%	-14%
CC1CC(C)CN(C(=O)COC(=O)c2nn(C)c(=O)c3ccccc23)C1 (stereo not drawn)	.	28%	-17	?	-1%	2%
CCCCS/C(N)=N/N=C/c1ccccc1O	2%	-20%	30	0%	5%	-15%

Next section, overlapping the part above by three compounds.
Molecule	Giardia FBPA inh	AmpC inh no detg	HCMV inh	AmpC inh detg	Sm TGR block	HCV inh
Cc1ccc(Sc2ccc(C(=O)N3CCOCC3)cc2[N+](=O)[O-])cc1	13%	120%[activator]	-75*	-16%	-5%	-14%
CC1CC(C)CN(C(=O)COC(=O)c2nn(C)c(=O)c3ccccc23)C1 (stereo not drawn)	.	28%	-17	?	-1%	2%
CCCCS/C(N)=N/N=C/c1ccccc1O	2%	-20%	30	0%	5%	-15%
CCOC(=O)COc1ccc2c(=O)c(-c3ccccc3OC)coc2c1	-1%	-10%	19	0%	.	19%
CCN(CC)N=Nc1ccc(S(=O)(=O)N2CCSC2C(=O)O)cc1 (stereo not drawn)	12%	-16%	-12	7%	.	8%
Cc1ccc(-c2cc3nc(-c4ccccc4)cc(N)n3n2)cc1	-1%	-26%	61	4%	-3%	-1%
COc1ccc(NC(=S)NC(NC(C)=O)C(Cl)(Cl)Cl)c([N+](=O)[O-])c1 (stereo not drawn)	-11%	-25%	-24	-7%	-19%	-14%
Cc1cccc(Nc2nc(CC(=O)O)cs2)c1	0%	-31%	-22	-1%	-9%	14%
Cc1ccsc1/C=N/NC(=O)CNC(=O)c1ccc(S(=O)(=O)N2CCOCC2)cc1	3%	-12%	-28	-4%	-16%	2%
O=C(Nc1ccncc1)OCc1ccccc1	1%	-6%	-16	-21%	0%	-2%
CCc1ccc2c(c1)c(=O)c(S(=O)(=O)c1ccccc1)cn2CC(=O)Nc1ccc(OC)cc1	.	.	3	-2%	-1%	.
COc1ccc(NC(=O)OCC(C)C)cc1OC	1%	-27%	49	?	?	-10%
COCc1[nH][nH]c(=O)c1C=NCC(=O)OC	-2%	-8%	8	?	18%	1%
COC(=O)c1cc(CSc2nc3ccccc3[nH]2)oc1C	-17%	-25%	14	-12%	-17%	?
CC(C)Oc1cccc(NC(=O)c2cnccc2C(F)(F)F)c1	-1%	0%	28	2%	-5%	-2%
CC(CCN1C(Nc2ccccc2)=NC[C@@H]1C)c1ccccc1 (stereo partly drawn)	-6%	-6%	-10	0%	10%	-29%
O=C1CSC(c2ccco2)N1 (stereo not drawn)	8%	-10%	-1	?	8%	-1%
Cc1ccccc1N1CCN(C(=O)c2ccccc2NC(=O)C2CC=CCC2C(=O)O)CC1 (stereo not drawn)	6%	-23%	52	?	6%	15%
O=c1[nH][nH]c2c(N=Cc3ccccc3O)ccc(F)c12	6.3µM*	-45%	.	?	0.4µM*	2%
CC(=O)c1ccc(NC(=O)CSc2nnc(-c3ccncc3)n2-c2ccccc2)cc1	.	.	?	3%	8%	.
CCOC(=O)C1CCN(c2ccccc2CN2CCN(c3ccccc3OCC)CC2)CC1	4%	3%	.	7%	-4%	?
O=C(Cn1nc2n(c1=O)-c1ccccc1SC2)N/N=C/c1cccnc1	2%	-15%	30	-3%	-1%	13%
COc1ccc(-c2noc(CNC(=O)C(C)Oc3ccccc3)n2)cc1 (stereo not drawn)	6%	3%	4	-7%	-10%	2%
COc1ccc(OC)c(NC(=O)COCc2cc(-c3ccco3)on2)c1	.	.	0	0%	-2%	.
Cc1cccc(CSc2nnc(CCCCCNC(=O)OC(C)(C)C)o2)c1	4%	99%[activator]	4	2%	3%	?
CCOc1ccc(NC(=O)CC2C(=O)N(c3cccc(C)c3)C(=O)N2Cc2ccco2)cc1 (stereo not drawn)	.	.	-20	11%	?	.
Cc1ccc(S(=O)(=O)N(C)C)cc1NC(=O)C(C)OC(=O)c1ccc2ccccc2n1 (stereo not drawn)	.	4%	3	4%	-2%	-11%
COCCNc1nc2nonc2nc1N(C)Cc1ccc(C)cc1	-4%	-2%	-16	-4%	1%	-8%
COC(=O)c1ccc(CSc2nnc(C)s2)cc1	.	-15%	69	0%	18%	22%
CC(C)c1ccc(NC(=O)C2CCCCN2S(=O)(=O)c2ccccc2)cc1 (stereo not drawn)	.	-25%	?	0%	-3%	22µM*
CC12CN3CC(C)(CN(C1)C3c1ccc(Br)cc1O)C2 (stereo not drawn)	2%	-19%	-18	0%	12%	9%
CC(=O)Nc1ccc(S(=O)(=O)NC(C)c2ccncc2)cc1 (stereo not drawn)	.	-3%	-2	-22%	-17%	-16%
Cc1ccc(C(=O)c2oc3ccccc3c2NC(=O)COc2ccccc2Cl)cc1	.	.	1	-2%	0%	.
Cc1cccc(CNC(=O)Cn2ccc3cc(S(=O)(=O)N4CCCCCC4)ccc32)c1	.	-37%	12&4	1%&27%	-2%&-1%	?
COc1ccc(C(=O)NCCCN2CCOCC2)cc1S(=O)(=O)N1CCCc2ccccc21	2%	98%[activator]	12	5%	?	-29%
COC(=O)Nc1ncc(CN2C(=O)c3ccccc3C2=O)s1	7%	-10%	-15	-2%	0%	-3%
CCOC(=O)C(=CNc1ccc(C(F)(F)F)cc1)C(=O)OCC	-4%	36%	-26	1%	-9%	-6%
Cc1cc(-c2nc3cccnc3s2)ccc1NS(=O)(=O)c1cccs1	16%	-21%	85	-3%	10%	-5%
Cc1ccnc(NS(=O)(=O)c2ccc(NC(=O)c3ccc(Br)o3)cc2)n1	5%	-21%	19	5%	.	9%
CN(CC(=O)Nc1cccc(F)c1)C(=O)CN1C(=O)C2CC=CCC2C1=O (stereo not drawn)	.	-15%	-31	-16%	3%	16%
CC(C)=C(NC(=O)c1ccco1)C(=O)NCCc1nc2ccccc2[nH]1	6%	-11%	-17	-4%	0%	13%
Cc1ccc(OCc2nnc(SCc3cc(=O)[nH]c4ccccc34)o2)cc1	0%	-5%	60	?	-29%	-13%
COc1ccc(NC(=O)Nc2cccc3c2O[C@H](CN(C)S(C)(=O)=O)[C@@H](C)CN([C@H](C)CO)C3=O)cc1	.	85%[activator]	0	.	.	16%
CCOc1cc(CNCCc2c[nH]c3ccccc23)cc(Cl)c1OC	-6%	5%	-23	-5%	-19%	10µM*
C=CCn1c(=O)/c(=C2/Sc3ccccc3N2CC)s/c1=C1/C(=O)NN=C1C	-26%	-2%	.	1%	-2%[57.1 µM]	.
Cc1cccc(NC(=O)CN2CCN(C(=O)CNC(=O)Cc3cccc4ccccc34)CC2)c1C	.	-4%	-27	?	1%	?
CCOC(=O)c1c(S(=O)(=O)NCC(=O)Nc2ccc(C)c(N(C)C)c2)c(C)n(C)c1C	.	.	-12	-3%	1%	.
O=C(Nc1ccccc1N1CCCCC1)C1CC(=O)N(c2ccccc2F)C1 (stereo not drawn)	.	23%	0	1%	-7%	-20%
CC1(C)COC(/C=C/c2ccc([N+](=O)[O-])cc2)=N1	6%	-16%	-101*	-10%	-18%	?
COCCNC(=O)c1cc2oc3ccccc3c2n1C	-4%	-17%	42	-1%	3%	13µM*
COc1ccc(-c2nc(NC(=O)c3n[nH]c(=O)c4ccccc34)sc2C)cc1	-2%	-51%	-60*	1%	-5%	?
Cc1ccn2c(Nc3ccc4c(c3)OCCO4)c(-c3ccc(C)o3)nc2c1	.	.	26	21%	0%	.
COc1cc2c(=O)n(Cc3ccco3)c(=O)n(CC(=O)c3cccc(Br)c3)c2cc1OC	0%	10%	.	2%	-2%	-6%

(cont.)
Molecule	Giardia FBPA inh	AmpC inh no detg	HCMV inh	AmpC inh detg	Sm TGR block	HCV inh
Cc1cccc(NC(=O)CN(CC2CCCO2)C(=O)c2ccc(S(C)(=O)=O)cc2)c1C (stereo not drawn)	.	7%	58	-9%	6%	9%
CCOC(=O)NC1CCS(=O)(=O)C1 (stereo not drawn)	2%	-2%	5	-12%	-10%	-3%
CC(=O)Nc1cccc(NC(=O)c2ccco2)c1	-7%	-20%	-19	3%	?	-2%
Cc1cc(NC(=O)C(C)SCC(=O)Nc2ccc(SC(F)F)cc2)no1 (stereo not drawn)	.	-30%	-25	4%	-6%	-13%
